GPR55 antagonists = inhibition of LPI-stimulated GPR55 beta-arrestin translocation – imaging, U2OS, beta-arrestin-GFP, LPI agonist, primary screen (AID 2013); U2OS GPR55 beta-arrestin-GFP translocation imaging, LPI antagonism; higher % means a stronger effect; inhibition, % at 10 µM; hits with a dose series show IC50 in µM; hit rate 0.13% among 290,000;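 active = spots per cell inhibited over 60%, with over 100 cells counted and total cytoplasm intensity under 500,000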;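 also: U2OS cells stably carrying GPR55 and arrestin-GFP stimulated by 5 µM LPI near EC80; imaged beta-arrestin-GFP aggregate spots per cell after agonist stimulation; plate controls were LPI-stimulated DMSO wells for no effect and DMSO wells without LPI for full effect; some results filed as inactive read as strong as hits; confirmed hits need IC50 under 10 µM and bright autofluorescent wells are also inconclusive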
NTR1 agonist = NTR1-driven beta-arrestin-GFP spot formation – imaging, U2OS cells, high content, primary screen (AID 493036); activation, % at 20 µM; agonist mode; P30989; hit rate 0.17% among 330,000;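 active = activation at or above 40% of the spot to cytoplasm intensity ratio, with at least 20 cells analyzed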;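 also: 0% = DMSO without peptide and 100% = 100 nM NTR1 peptide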
Target sequence (P30989 whole entry, looked up): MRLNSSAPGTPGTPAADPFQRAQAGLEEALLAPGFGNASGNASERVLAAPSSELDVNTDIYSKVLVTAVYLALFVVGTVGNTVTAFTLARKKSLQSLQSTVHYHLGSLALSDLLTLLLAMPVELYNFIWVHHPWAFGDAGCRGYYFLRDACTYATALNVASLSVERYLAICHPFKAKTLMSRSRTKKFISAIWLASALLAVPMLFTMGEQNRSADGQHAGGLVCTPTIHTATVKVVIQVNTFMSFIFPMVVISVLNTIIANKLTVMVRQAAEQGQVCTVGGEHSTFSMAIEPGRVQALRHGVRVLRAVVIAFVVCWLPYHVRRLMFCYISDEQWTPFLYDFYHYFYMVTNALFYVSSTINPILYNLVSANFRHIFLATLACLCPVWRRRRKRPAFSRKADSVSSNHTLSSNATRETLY
LYP phosphatase = PTPN22 lymphoid phosphatase activity blockers – biochemical, fluorescence intensity, uHTS (AID 1779); recombinant LYP phosphatase, fluorescence intensity; higher % means a stronger effect; hit rate 0.054% among 290,000; inhibition, % at 11.5 µM, or IC50 in µM where a hit was titrated; in the data active = inhibition above about 50%;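 also: plate controls were vehicle with enzyme for no effect and no enzyme for full effect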
Lipid droplet = modulators of hepatic lipid droplet formation | AML12 mouse hepatocytes, oleate lipid droplets, BODIPY imaging | inhibition, % at 6.5 µM | hit rate 0.4% among 240,000 | AID 1656;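 active = lipid droplet intensity inhibited by at least 50%, with more than 500 cells counted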
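Assay system: AML12 mouse liver cells | Compound: 6.5 µM single-point dosing | Schedule: Overnight exposure | Technique: Fluorescence imaging, 20x objective, two fields per well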
T cell modulator = T cell immune modulation candidate; 2C CD8+ T cell-vesicle binding, flow cytometry; active compounds read low; calls only at 7 µM; hit rate 0.068% among 330,000;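 active = response, share of CD8 T cells binding vesicles, and their 90th percentile fluorescence all below set limits, cut at about 80% in these data, passing the limit was not always enough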
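Material: 2C TCR transgenic mouse naive CD8+ T cells, MACS-purified. Also added: QL9-charged Drosophila Ld/ICAM-1/B7-1 vesicles. Timing: binding 1.5 h at 37 °C. Measured by: high-throughput flow cytometry with anti-B7-1 and anti-CD8 staining. Read-out: percent CD8+ FL2 mean versus row control. Controls: Unloaded micro-vesicles (low), QL9 vesicles with 0.7% DMSO (high).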
GPR35 arrestin U2OS = inhibition of zaprinast-stimulated GPR35 beta-arrestin translocation – imaging, U2OS, beta-arrestin-GFP, zaprinast agonist, primary screen (AID 2058); U2OS GPR35 beta-arrestin-GFP translocation imaging, zaprinast antagonism; higher % means a stronger effect; one-dose inhibition, % at 10 µM; IC50 in µM for titrated hits; hit rate 0.052% among 290,000;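 active = inhibition of at least 50% with at least 30 cells and total cytoplasm GFP at most 10,000,000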
Large T inhibition = SV40 large T antigen inhibitors, biochemical (AID 1903) | SV40 large T antigen ATPase/helicase inhibition assay; higher % means a stronger effect | hit rate 0.39% among 310,000 | inhibition, % at 20 µM, or IC50 in µM where a hit was titrated; in the data active = a potency from the dose series; also: strong numbers were not always called active
GPR55 activation = GPR55 agonists via beta-arrestin recruitment, primary screen, imaging, U2OS cells, beta-arrestin-GFP redistribution (AID 1961); hit rate 0.048% among 290,000; U2OS GPR55 beta-arrestin-GFP redistribution imaging; higher % means a stronger effect; one-dose activation, % at 10 µM; EC50 in µM for titrated hits;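 active = activation above 40% with more than 50 cells counted in the well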;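 also: U2OS osteosarcoma cells stably expressing GPR55 and beta-arrestin-GFP; plate controls were DMSO negative control for no effect and LPI positive control for full effect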
MgcRacGAP inhibition = MgcRacGAP GTPase-activating activity inhibitors, confirmation, biochemical, ADP Hunter fluorescence; MgcRacGAP-stimulated Rac1 GTP hydrolysis, ADP Hunter fluorescence; higher % means a stronger effect; GST-tagged Rac1 F28L mutant substrate; one-dose inhibition, % at 30 µM; IC50 in µM for titrated hits; hit rate 0.6% among 340,000; AID 624330;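 active = first-screen hits whose inhibition reached a set limit at any dose in the follow-up dose series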;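 also: fluorescence reports GDP produced by GAP-driven GTP hydrolysis; strong numbers were not always called active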
Lipid droplet cells 6.5 µM = second read-out of Lipid droplet, no call of its own (marks repeat the call); cell count; measured here: cell count, cytotoxicity flag;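 cells counted across two imaged fields per well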
T cell modulator vesicle-bound % = recorded beside T cell modulator, whose call it bears; double positive events, %; measured here: CD8+ vesicle-bound cell fraction;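 binding gate set so that unloaded-vesicle control wells show 10% double positive cells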
NTR1 agonist cell count 20 µM = further read-out of NTR1 agonist, marked with its call; cell count; measured here: cell count, cytotoxicity flag
Numbers without * were called inactive; i = inactive; . = no result given. Random draw from the library. Share with any hit: about 1.8%.

SMILES	GPR55 antagonists	NTR1 agonist	NTR1 agonist cell count 20 µM	LYP phosphatase	Lipid droplet	Lipid droplet cells 6.5 µM	T cell modulator	T cell modulator vesicle-bound %	GPR35 arrestin U2OS	Large T inhibition	GPR55 activation	MgcRacGAP inhibition
CCCCN(C(=O)CSc1nnc(-c2ccco2)o1)c1c(N)n(Cc2ccccc2)c(=O)[nH]c1=O	8%	-1.3	57	-3%	8	586	i	32	9%	10%	-0.1%	0%
COc1ccc(NC(=O)NNC(=O)COc2ccc3cc(Br)ccc3c2)c(OC)c1	19%	0.2	63	-7%	8	908	i	11	8%	20%	0.7%	5%
CN(C(=O)CCc1nc2ccccc2s1)c1ccccc1	-5%	0.9	47	-3%	-6	673	i	45	4%	11%	0.1%	8%
c1ccc(NC2=Nc3ccccc3CC2)cc1	10%	0.0	64	-5%	9	732	i	26	5%	10%	0.0%	7%
CC(C)OC(=O)/C(=C\C=C\c1ccccc1)NC(=O)c1ccccc1	0%	1.2	35	-8%	.	.	i	19	15%	2%	0.5%	15%
COc1cc(/C=N/NC(=O)c2ccc(CSc3nncn3C)cc2)cc(OC)c1O	-4%	1.1	68	-2%	-8	660	i	46	19%	20%	0.2%	12%
O=C(Nc1ccc(Cl)cn1)c1cc2ccccc2o1	2%	-1.4	49	6%	-13	703	i	32	13%	8%	-0.2%	9%
CCOC(=O)c1cnc(-n2nc(C)cc2C)nc1NCc1ccccc1	-12%	17	86	-6%	5	628	i	7	6%	7%	-0.1%	4%
N#C/C(=C\c1c(Oc2ccc(Cl)cc2)nc2ccccn2c1=O)C(=O)NC1CCS(=O)(=O)C1 (stereo not given)	6%	-1.6	41	-14%	16	838	i	15	-6%	3%	0.5%	12%
CCOC(=O)c1sc(NC(=O)COc2ccc3c(c2)OCO3)nc1C	-1%	-1.1	51	-6%	-18	786	i	18	-2%	6%	-0.2%	7%
COc1ccc(C2OC(=O)CC2C(=O)NC2CCCC(C)C2C)cc1OC (stereo not given)	-11%	0.5	72	2%	1	746	i	55	1%	0%	-0.1%	7%
COC(=O)c1ccc(CSc2nnc3ccccn23)o1	5%	-0.2	35	-11%	.	.	.	.	0%	-8%	-0.1%	5%
Cc1ccc(CNCc2ccc3c(c2)OCO3)c(C)c1	1%	0.5	57	-6%	-1	754	i	29	4%	2%	0.4%	21%
COc1ccc(-c2cc3nc4ccccc4n3c(N)c2C#N)cc1	7%	-0.9	67	-22%	8	680	i	19	-6%	10%	-0.2%	10%
O=C(COC(=O)C1=COCCO1)Nc1ccc(F)cc1	.	-0.4	72	.	.	.	i	54	.	12%	.	8%
CC(OC(=O)c1cccs1)C(=O)NCC1CCCO1 (stereo not given)	-5%	1.1	77	-9%	-4	692	i	5	9%	18%	0.1%	14%
Cc1oc2c(CN3CCOCC3)c(O)ccc2c(=O)c1-c1ccc(Cl)cc1	5%	0.1	60	-8%	-18	753	i	21	-4%	7%	-0.1%	4%
c1ccc(CN2CCCC3(CCCN(Cc4nc(CC5CC5)no4)C3)C2)cc1 (stereo not given)	-1%	0.4	64	-7%	17	725	i	22	3%	4%	0.1%	2%
COc1ccc(S(=O)(=O)N2CCCCC2C(=O)O)cc1 (stereo not given)	7%	0.2	55	-4%	37	781	i	49	10%	2%	-0.3%	3%
Cn1c(N)c(C(=O)COC(=O)Cn2cc(C(F)(F)F)ccc2=O)c(=O)n(C)c1=O	-5%	0.5	45	-4%	.	.	i	43	-9%	4%	-0.2%	12%
O=C(NC1CCN(C(=S)Nc2ccc(F)cc2)CC1)C1CCCCC1	-1%	-0.8	52	0%	-3	806	i	26	-8%	9%	0.5%	6%
CC(C)CCn1c(SCC(N)=O)nc2c1c(=O)n(C)c(=O)n2C	1%	-0.4	97	-10%	.	.	i	25	14%	2%	-0.1%	0%
CN1CCN(CC(C)(C)NS(=O)(=O)c2ccc(Cl)cc2)CC1	-2%	-0.5	45	-8%	.	.	i	5	1%	3%	-1.0%	0%
O=C(CCC(=O)Nc1ccccc1)N/N=C/c1ccncc1	.	-0.5	55	.	.	.	i	8	.	10%	.	-3%
O=C(NCc1ccccn1)c1ccc(Cl)c(S(=O)(=O)N2CCCCCC2)c1	21%	0.5	60	-7%	17	758	i	8	5%	6%	-0.1%	6%

Individual results from the list:
MgcRacGAP inhibition, CN1CCN(CC(C)(C)NS(=O)(=O)c2ccc(Cl)cc2)CC1 : 0%
GPR55 activation, CC(C)CCn1c(SCC(N)=O)nc2c1c(=O)n(C)c(=O)n2C : -0.1%

Ordered by the number under GPR35 arrestin U2OS (descending): three from the list above.
molecule | GPR35 arrestin U2OS
CC(C)OC(=O)/C(=C\C=C\c1ccccc1)NC(=O)c1ccccc1 | 15%
CC(C)CCn1c(SCC(N)=O)nc2c1c(=O)n(C)c(=O)n2C | 14%
CCOC(=O)c1cnc(-n2nc(C)cc2C)nc1NCc1ccccc1 | 6%

The results go on.
SMILES	GPR55 antagonists	NTR1 agonist	NTR1 agonist cell count 20 µM	LYP phosphatase	Lipid droplet	Lipid droplet cells 6.5 µM	T cell modulator	T cell modulator vesicle-bound %	GPR35 arrestin U2OS	Large T inhibition	GPR55 activation	MgcRacGAP inhibition
Cc1ccc(S(=O)(=O)NC(=NCC(=O)O)c2ccccc2)cc1	14%	0.0	35	-9%	.	.	i	34	-3%	4%	-0.2%	9%
C=CCn1c(C2CC2)n[nH]c1=S	3%	0.3	45	-7%	17	711	i	10	10%	23%	-0.4%	5%
O=C(NCCC1=CCCCC1)c1cccc(S(=O)(=O)N2CCCCC2)c1	.	0.6	56	.	.	.	i	44	.	7%	.	0%
NC(=O)C1CCN(CC(=O)Nc2nccs2)CC1	10%	0.6	68	-7%	-3	776	i	42	-7%	6%	0.3%	11%
CN(C)C(=O)c1cc(C(=O)c2ccc(C(F)(F)F)cc2F)c[nH]1	8%	-1.9	27	-2%	.	.	i	58	-4%	5%	-0.3%	2%
Cc1ccc(-c2[nH]ncc2CN2CCN(C(=O)c3cccs3)CC2)cc1C	10%	2.8	68	-9%	-12	818	i	21	-17%	6%	-0.1%	9%
Cc1cccc(NC(=O)CSc2nnc(CNC(=O)c3ccco3)o2)c1	-5%	-0.1	53	0%	-8	709	i	30	-3%	10%	0.0%	-5%
COc1ccc(CC(NC(C)=O)C(=O)NC2CCN(C(=O)c3ccccc3F)CC2)cc1 (stereo not given)	11%	-0.7	34	-10%	8	738	i	21	1%	2%	-0.2%	6%
S=c1[nH]nc(CCCc2n[nH]c(=S)o2)o1	-11%	-0.3	58	-6%	13	669	i	29	7%	25%	-0.3%	10%
O=C(Nc1ccnn1C1CCN(C/C=C/c2ccccc2)CC1)c1cccc(F)c1	3%	0.2	56	2%	4	788	i	16	-2%	10%	0.0%	9%
CCc1nc2ccccc2c(C(=O)NCc2ccccc2)c1C	1%	-0.2	61	-4%	-8	631	i	36	4%	-11%	-0.1%	3%
C#CCOCCOCCOCCNc1nc(N2CCN(C(=O)[C@H](Cc3cc4ccccc4[nH]3)n3cc(C(N)CC(C)C)nn3)CC2)nc(N2CCN(C(=O)[C@H](CCC(=O)O)n3cc(C(N)[C@H](C)CC)nn3)CC2)n1 (stereo not given in full)	2%	3.2	47	0%	2	672	i	25	0%	7%	-0.2%	12%
CCCN(CCC)C(=O)c1ccc2c(c1)N(Cc1ccccc1)C(=O)CS2=O (stereo not given)	-6%	-0.8	37	-4%	6	603	i	32	-17%	-3%	-0.1%	19%
O=C(Nc1ccc(Cl)cn1)C1CCCN1S(=O)(=O)c1cccc2ccccc12 (stereo not given)	-2%	4.2	84	-5%	-2	728	i	57	10%	8%	-0.1%	5%
COc1ccc(C(N)CCc2ccc(C)o2)cc1 (stereo not given)	6%	-2.2	59	-3%	.	.	i	58	5%	2%	0.2%	4%
COc1cc(NC(=S)Nc2cccc(Cl)c2Cl)c(OC)cc1Cl	5%	3.4	43	-5%	.	.	i	30	1%	9%	0.2%	13%
Cc1nn(Cc2ccccc2Cl)c(C)c1NC(=O)c1noc(C(C)C)c1[N+](=O)[O-]	-11%	0.5	68	-3%	2	732	i	7	-4%	10%	-0.1%	-9%
CC(C)=CCN1CCN(Cc2cc(CC(C)C)n[nH]2)CC1CCO (stereo not given)	-8%	0.0	64	-9%	8	707	i	22	-6%	14%	0.5%	12%
CCN(CC)/C(=N/S(=O)(=O)c1ccc(C)cc1)c1ccccc1	8%	3.0	86	-4%	-12	698	i	23	13%	16%	-0.1%	5%
CCCCN(C(=O)c1ccco1)C1CCS(=O)(=O)C1 (stereo not given)	.	-0.7	54	.	.	.	i	34	.	11%	.	7%
COc1ccc2c(c1)c(C(=O)CN1CCN(c3ccccc3)CC1)c(C)n2C	1%	3.4	48	-3%	-24	673	i	12	-8%	12%	-0.1%	.
CC1CCC(NC(=O)CN2C(=O)C3CCCN3c3ncc(Cl)cc32)CC1 (stereo not given)	9%	.	.	2%	7	698	.	.	-6%	12%	0.8%	.
C(=N\Nc1nc2ccccc2[nH]1)/C1CCCCC1	-2%	3.7	57	-3%	11	649	i	12	-5%	11%	0.2%	7%

Sorted by count of non-hydrogen atoms (high to low): some entries from above
SMILES	GPR55 antagonists	NTR1 agonist	NTR1 agonist cell count 20 µM	LYP phosphatase	Lipid droplet	Lipid droplet cells 6.5 µM	T cell modulator	T cell modulator vesicle-bound %	GPR35 arrestin U2OS	Large T inhibition	GPR55 activation	MgcRacGAP inhibition
Cc1ccc(-c2[nH]ncc2CN2CCN(C(=O)c3cccs3)CC2)cc1C	10%	2.8	68	-9%	-12	818	i	21	-17%	6%	-0.1%	9%
CCN(CC)/C(=N/S(=O)(=O)c1ccc(C)cc1)c1ccccc1	8%	3.0	86	-4%	-12	698	i	23	13%	16%	-0.1%	5%
C(=N\Nc1nc2ccccc2[nH]1)/C1CCCCC1	-2%	3.7	57	-3%	11	649	i	12	-5%	11%	0.2%	7%

Screens deposited in PubChem BioAssay by several laboratories.
